AGP1-GFP MLPCN – alters AGP1-GFP fluorescence in TOR pathway yeast screen. GFP response vs DMSO, % at 10 µM. 0.02% of 320,000 active. S. cerevisiae AGP1-GFP multiplex flow cytometry, 3 h; GFP as percent of DMSO wells;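 active = GFP response relative to DMSO above a set limit, near screen average plus 3 SD, cut at about 150% in these data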;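 also: median GFP channel fluorescence of the gated AGP1 strain per well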
AHR activator – activates the human aryl hydrocarbon receptor; P35869; AHR-responsive luciferase reporter cells, luminescence; activation, % at 5 µM; 2.5% of 320,000 active; AID 2796; in the data active = activation above about 47%;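 also: 0% = vehicle wells and 100% = reference agonist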
procasp3 activ – activators of human procaspase-3. P42574. recombinant procaspase-3 D3A, Ac-DEVD-pNA absorbance 405 nm. activation, % at 8.5 µM. 0.11% of 330,000 active. AID 463141;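 active = activation above the mean of all tested compounds plus 3 SD, cut at about 21% in these data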;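 also: 0% = DMSO alone and 100% = DMSO wells spiked with extra 5 µM PC-3 D3A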
Target sequence (P42574 whole entry D9A/D28A/D175A): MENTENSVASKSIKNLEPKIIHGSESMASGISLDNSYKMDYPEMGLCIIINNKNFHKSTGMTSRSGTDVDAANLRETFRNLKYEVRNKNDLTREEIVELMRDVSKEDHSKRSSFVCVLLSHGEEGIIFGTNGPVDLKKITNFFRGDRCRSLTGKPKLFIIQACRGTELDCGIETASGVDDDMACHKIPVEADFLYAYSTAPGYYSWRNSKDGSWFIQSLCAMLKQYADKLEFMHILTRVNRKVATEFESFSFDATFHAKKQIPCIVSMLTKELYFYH
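Technique: 405 nm absorbance of p-nitroaniline, reads at 0 and 120 min; Test system: Procaspase-3 D3A mutant; Incubation: 1 h enzyme-compound preincubation, then 2 h substrate reaction, 25 °C; Repeats: singlicate, each compound tested once; Benchmarks: low control DMSO wells, high control DMSO plus 5 µM PC-3 D3A.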
MEP2 TOR yeast – alters MEP2-GFP fluorescence in TOR pathway yeast screen; AID 2016; S. cerevisiae MEP2-GFP strain, flow cytometry GFP, 3 h; 100% = DMSO control level; GFP response vs DMSO, % at 10 µM; 0.51% of 330,000 active;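 active = GFP response versus DMSO above a set limit, roughly screen mean plus 3 SD, cut at about 180% in these data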;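 also: median GFP fluorescence of the barcode-gated MEP2-GFP cells per well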
LAP4-GFP MLPCN – alters LAP4-GFP fluorescence in TOR pathway yeast screen | GFP response vs DMSO, % at 10 µM | AID 2023 | S. cerevisiae LAP4-GFP multiplex, flow cytometry GFP, 3 h; median GFP as percent of DMSO wells | 0.34% of 320,000 active;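 active = GFP response vs DMSO above a set limit, about the screen mean plus 3 SD, cut at about 150% in these data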
CIT2-GFP yeast – yeast TOR pathway CIT2-GFP modulation. 0.065% of 320,000 active. AID 2029. S. cerevisiae CIT2-GFP strain, flow cytometry, 3 h; 100 means same as DMSO wells. GFP response vs DMSO, % at 10 µM;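 active = GFP response relative to DMSO above a set limit, near the screen mean plus 3 SD, cut at about 150% in these data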;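 also: ratio of well median GFP fluorescence to mean of DMSO wells on the plate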
procasp7 counter – counter-screen: procaspase-7 (human) activation | P55210 | recombinant procaspase-7, Ac-DEVD-pNA absorbance 405 nm; D23A/D198A/D206A triple mutant, cannot self-cleave; scale: DMSO 0, 5 µM enzyme 100 | activation, % at 8.5 µM | 0.093% of 330,000 active;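 active = percent activation above the screen-wide mean plus 3 SD, cut at about 25% in these data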
Target sequence (P55210 whole entry D23A/D198A/D206A): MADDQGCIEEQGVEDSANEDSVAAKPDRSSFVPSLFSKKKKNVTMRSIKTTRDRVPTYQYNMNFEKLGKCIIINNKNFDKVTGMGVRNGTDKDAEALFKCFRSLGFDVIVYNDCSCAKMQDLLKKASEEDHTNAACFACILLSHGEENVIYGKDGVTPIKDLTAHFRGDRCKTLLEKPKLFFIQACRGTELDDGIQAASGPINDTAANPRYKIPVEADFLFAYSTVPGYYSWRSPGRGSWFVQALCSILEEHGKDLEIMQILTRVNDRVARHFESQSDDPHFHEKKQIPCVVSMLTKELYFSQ
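Detection: p-Nitroaniline absorbance at 405 nm, read at 0 and 120 min; system: Uncleavable procaspase-7 mutant enzyme; evaluation: % activation from two-timepoint absorbance difference, scaled to controls; times: 1 h enzyme–compound preincubation and 2 h substrate reaction, both 25 °C; buffer or medium: Zinc-free HEPES pH 7.4 with 300 mM NaCl, 0.01% Triton X-100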
RPL19A-GFP yeast – modulators of TOR pathway RPL19A-GFP in S. cerevisiae; S. cerevisiae RPL19A-GFP strain, flow cytometry, 3 h; stronger effect = lower value; percent response vs DMSO, % at 10 µM; 0.3% of 330,000 active; AID 2025;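 active = percent response vs DMSO below 50%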;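 also: median channel GFP fluorescence of the barcoded RPL19A-GFP strain; ratio of sample median GFP to plate DMSO average so 100% = DMSO; lower means less RPL19A-GFP as with rapamycin TOR inhibition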
* hit, by the source's call; x = no result given.

Start of the data: the first three compounds (preview)
SMILES	AGP1-GFP MLPCN	AHR activator	procasp3 activ	MEP2 TOR yeast	LAP4-GFP MLPCN	CIT2-GFP yeast	procasp7 counter	RPL19A-GFP yeast
C=CCn1c(SCC(=O)Nc2ccc(F)cc2)nnc1-c1cnccn1	105.3	2.0	-3.6	109.8	99.3	113.6	18.1	108.5
COc1ccc(CNC(=O)C(C)OC(=O)CCN2C(=O)C3CC=CCC3C2=O)cc1 (stereo not drawn)	105.5	1.8	4.1	98.3	107.8	103.7	12.0	92.7
O=C(CSc1cn(CCNC(=O)c2cccs2)c2ccccc12)NCc1ccccc1	112.4	1.5	1.4	105.4	128.0	113.1	0.4	98.9

All compounds of this part, previewed entries included:
SMILES	AGP1-GFP MLPCN	AHR activator	procasp3 activ	MEP2 TOR yeast	LAP4-GFP MLPCN	CIT2-GFP yeast	procasp7 counter	RPL19A-GFP yeast
C=CCn1c(SCC(=O)Nc2ccc(F)cc2)nnc1-c1cnccn1	105.3	2.0	-3.6	109.8	99.3	113.6	18.1	108.5
COc1ccc(CNC(=O)C(C)OC(=O)CCN2C(=O)C3CC=CCC3C2=O)cc1 (stereo not drawn)	105.5	1.8	4.1	98.3	107.8	103.7	12.0	92.7
O=C(CSc1cn(CCNC(=O)c2cccs2)c2ccccc12)NCc1ccccc1	112.4	1.5	1.4	105.4	128.0	113.1	0.4	98.9
O=C(Nc1ccc(S(=O)(=O)C(F)F)cc1)c1ccc2c(=O)n3c(nc2c1)CCC3	99.8	9.5	-1.1	96.9	100.8	84.7	2.5	94.4
CCC1(C)Cc2c(sc3nc(SCC(=O)c4ccccc4)[nH]c(=O)c23)CO1 (stereo not drawn)	106.5	18.3	-1.4	99.8	102.9	105.0	-5.1	99.0
O=C(CSc1nnc(NC(=O)C2CC2)s1)Nc1ccc(F)cc1	106.6	0.8	7.3	99.5	105.4	98.1	16.4	101.5
Cn1cc(C(=O)c2cccc(Cl)c2)cc1/C=N\O	100.4	-2.5	1.6	100.3	109.1	99.9	-0.5	99.0
Cc1nn(C(=O)c2cccnc2)c(C)c1C	106.1	-3.4	-9.8	103.1	102.3	105.4	1.4	103.1
N#Cc1c(NCc2ccccc2)ccnc1Cl	105.7	-4.1	-6.7	101.0	111.4	92.2	2.4	99.5
COc1ccc(Cc2nnc(SCc3ccc([N+](=O)[O-])cc3)o2)cc1	96.1	0.9	-0.8	94.2	106.0	81.4	7.4	98.7
CCNC(=S)NNC(=O)c1ccc(=O)n(Cc2ccccc2)c1	97.2	0.1	-1.7	100.4	95.0	92.9	10.7	92.1
CN(CC(=O)Nc1ccc(F)cc1)C(=O)COC(=O)c1ccc(-c2ccccc2)cc1	95.2	-1.2	3.2	99.3	108.2	91.3	1.1	97.8
COc1ccc(CC2(CO)CCN(Cc3cc4ccccc4o3)CC2)cc1	105.7	2.1	9.2	96.5	101.4	96.5	0.0	96.0
Cc1cccc(N2CCN(Cc3ccc(Br)o3)CC2)c1C	108.1	-0.3	-5.0	112.6	99.5	111.5	-0.6	105.0
O=C(NCCn1ccc2ccccc21)c1cccc([N+](=O)[O-])c1	90.8	4.6	9.8	98.7	109.8	94.7	7.0	97.8
CCSC(C)CC1CC(=O)CC(=O)C1 (stereo not drawn)	100.1	13.6	-15.8	90.2	92.2	98.0	-24.0	96.6
Cc1cccc(NC(=O)CNc2cc(C)ccc2C)c1	102.6	13.2	8.2	111.3	109.3	92.2	-1.9	100.0
CC(=O)c1cccc(NC(=O)C2CC(=O)N(Cc3ccccc3)C2)c1 (stereo not drawn)	86.5	7.8	1.4	91.5	85.9	86.9	3.9	92.2
Cn1c(N)c(C(=O)COC(=O)C2(c3ccc(Cl)cc3)CCCC2)c(=O)n(C)c1=O	99.2	-0.4	9.2	99.6	99.2	98.4	-4.0	97.2
C=CCn1c(COc2ccccc2F)nnc1SCC(=O)c1c[nH]c2ccccc12	100.0	15.1	2.3	103.8	98.8	104.1	1.3	101.4
COc1ccc(C2CC(=O)N(C)c3ccccc3S2)cc1 (stereo not drawn)	98.9	-2.2	-0.6	102.9	93.5	108.2	6.4	106.4
CC(C)(C)n1nc2c(c1NC(=O)Cc1ccc(F)cc1)CS(=O)(=O)C2	103.5	1.9	1.5	94.4	101.3	110.7	-6.1	99.0
C[C@@H]1COC(=O)[C@@H](Cc2ccc(F)cc2)C/C=C\C[C@H](CC(=O)N(CCO)Cc2ccccc2)C(=O)N1	91.0	-0.6	4.7	88.3	80.1	91.5	1.4	84.5
O=C(C[n+]1cc(-c2ccccc2)n2c1CCC2)Nc1nc(-c2ccc(F)cc2)cs1	100.3	3.8	-6.2	102.6	88.8	102.1	5.1	102.4
CCN(Cc1ccccc1)C(=O)c1ccccc1C	98.3	9.7	-1.3	101.1	104.3	97.1	-0.6	100.3
Cc1ccc(NS(=O)(=O)c2cc(C(=O)NCCSc3ccc(C)cc3)ccc2C)cc1	95.0	8.0	4.0	91.3	90.8	88.3	-1.2	92.1
CCN(CC(=O)Nc1ccc(NC(C)=O)cc1)C(=O)COc1ccc2ccccc2c1	106.9	11.8	-1.9	107.6	111.1	103.8	7.2	106.2
O=C(COC(=O)c1ccc2ncsc2c1)Nc1ccccc1Br	115.8	-0.3	9.0	115.5	114.8	110.5	-6.0	117.8
C=CCN(CC(=O)NC1CCCC1)C(=O)C(=O)Nc1ccc2c(c1)OCCO2	103.9	-0.9	-9.3	93.6	96.9	102.2	4.5	102.6
COc1cc2cc3c(N)c(C(=O)Nc4sc(C)c(C)c4C#N)sc3nc2cc1OC	117.4	3.6	-9.8	107.1	115.8	104.4	-21.8	101.0
COc1cc(NS(=O)(=O)c2ccc(NC(=S)NC(=O)c3cccs3)cc2)nc(OC)n1	95.3	4.0	-9.8	91.5	93.6	86.5	-20.3	92.2
COC(=O)C1C(O)=C(C=NC2CCCCC2)C(=O)CC1(C)C (stereo not drawn)	98.0	4.5	0.3	94.1	87.0	100.2	-4.1	95.9
O=C(O)C(=O)Nc1nc(-c2ccc3c(c2)OCCO3)cs1	105.7	1.3	-5.6	105.7	108.0	101.8	0.1	101.8
COc1cc(NC(=O)C2COc3ccccc3O2)c(OC)cc1Cl (stereo not drawn)	100.6	32.3	-1.5	107.7	108.7	106.5	8.4	98.2
Cc1ccsc1/C=N/NC(=O)c1ccc(Cn2cc(Br)cn2)o1	102.4	36.6	-3.8	104.1	81.3	117.8	7.1	103.3
CN(C)CCNC(=O)C12CC3(C)CC(C)(CC(C)(C3)C1)C2	94.1	-0.1	-7.2	87.8	83.8	81.8	4.4	96.7
Cc1ccc(/C=C(\NC(=O)c2ccccc2)C(=O)N2CCCCC2)cc1	93.0	2.0	1.4	108.1	85.4	106.8	-8.5	93.0
CCSc1sccc1C1C(C#N)=C(N)N(c2cccnc2)C2=C1C(=O)CC(C)(C)C2 (stereo not drawn)	96.4	0.4	-2.5	99.7	99.8	93.9	7.5	94.4
O=C(NCCCN1CCCC1=O)c1ccc(NS(=O)(=O)c2ccccc2)cc1	103.6	2.0	-2.0	96.0	107.6	104.2	1.0	97.5
O=C1NC(c2ccc(Br)cc2)Nc2ccccc21 (stereo not drawn)	92.8	80.1*	-1.2	102.5	99.7	96.8	-2.5	99.4
COc1ccc(C(=O)OCC(=O)NC(=O)NC2CCCC2)cc1[N+](=O)[O-]	102.0	-0.2	4.9	100.1	90.6	107.6	3.0	99.9
N#C/C(=C\c1ccc(O)c(O)c1)C(=O)Nc1ccccc1	88.6	-4.7	-5.9	101.0	113.1	74.3	-12.0	108.4
COc1ccccc1CNC(=O)C(=O)NCCC1CCCCN1S(=O)(=O)c1ccccc1 (stereo not drawn)	102.8	-1.7	4.2	102.6	104.3	93.6	2.1	96.2
O=C(COC(=O)/C=C/c1ccccc1)NCCC1=CCCCC1	98.4	3.5	5.5	100.2	98.5	98.0	-2.8	100.5
CC(=O)Nc1ccc(NC(=O)CN2CCN(c3ccccn3)CC2)cc1	95.1	2.1	-7.8	88.6	94.3	99.3	-6.2	102.0
COCCCNC(=S)NNC(=S)Nc1ccccc1	101.2	-0.1	-8.0	94.4	98.9	96.3	-18.4	94.8
Cc1c(C(=O)NC(=S)Nc2cccnc2)cccc1[N+](=O)[O-]	101.7	15.6	0.8	96.2	95.4	97.8	13.1	99.7
CSc1ccc(-c2nc(CN(C)C3CCOC3)c(C)o2)cc1 (stereo not drawn)	99.6	11.2	2.2	97.9	97.2	100.3	4.7	99.2
Cc1ccc2c(c1)C(c1ccccc1)N(C(=O)c1ccc3c(c1)OCO3)CC(=O)N2 (stereo not drawn)	101.1	-0.8	4.4	100.5	104.9	103.1	9.2	97.0
COC(=O)CCC(=O)Nc1cccc2ccccc12	97.2	4.0	-1.5	111.9	99.4	95.2	-5.8	96.0
CCC(Sc1ncnc2c1c(-c1ccccc1)cn2-c1ccc(OC)cc1)C(=O)OC (stereo not drawn)	103.3	-2.5	2.9	103.4	109.2	98.4	-0.9	100.3
c1ccc(C(c2ccccc2)c2nc(-c3cccnc3)no2)cc1	99.0	1.4	-4.2	96.4	113.9	98.1	2.5	99.6
COc1ccc(CCNC(=O)CCn2c(=O)[nH]c3cc(OC)c(OC)cc3c2=O)cc1OC	97.1	11.9	-1.8	95.6	84.9	x	1.5	95.4
COc1ccc(CNc2ncnc3cc(OC)c(OC)cc23)cc1	103.5	14.3	-6.3	103.6	94.3	99.3	1.7	97.5
CC(C)CCNC(=O)COc1ccc(N(C)S(=O)(=O)c2ccc(F)cc2)cc1	100.7	3.4	7.4	92.6	95.2	97.6	1.4	94.8
COC(=O)c1ccccc1NC(=O)N1CCN(c2ccccc2F)CC1	100.1	-2.4	-7.0	111.2	90.0	105.5	0.6	107.0
Cc1ccc(NC(=O)CN2C(=O)CCS(=O)(=O)c3ccccc32)cc1Cl	101.8	3.3	3.0	99.9	102.2	99.7	1.7	100.7
COc1ccc(S(=O)(=O)N2CCN=C2SCc2cccc(F)c2)cc1	101.2	2.9	11.0	104.7	108.7	103.6	9.2	102.1
COc1cccc(Cn2c(NCc3ccco3)nc3c2c(=O)n(C)c(=O)n3C)c1	89.9	-13.2	8.2	99.3	90.0	x	10.3	98.1
CCN(c1ccccc1)S(=O)(=O)c1ccc2[nH]cc(C(=O)NCCOC)c(=O)c2c1	97.8	3.2	8.9	99.4	100.1	93.0	5.5	93.7

(more compounds)
SMILES	AGP1-GFP MLPCN	AHR activator	procasp3 activ	MEP2 TOR yeast	LAP4-GFP MLPCN	CIT2-GFP yeast	procasp7 counter	RPL19A-GFP yeast
Cc1cccc(OCCCC(=O)NNC(=O)c2ccc(F)cc2)c1	95.2	2.2	6.6	89.5	97.1	91.0	1.9	94.6
Cc1cc(C)c(S(=O)(=O)Nc2ccc(Cl)cn2)c(C)c1	103.1	3.9	-2.9	104.3	95.3	106.7	3.4	107.0
Cc1ccc(/C=C2\SC(=S)N(NS(=O)(=O)c3ccc(C)cc3)C2=O)cc1	91.9	-2.0	9.6	100.9	85.2	92.9	5.1	99.8
CC(C)Cn1c(N)c(C(=O)CSc2n[nH]c(N)n2)c(=O)n(C)c1=O	98.9	-1.5	0.9	98.5	97.7	95.9	-10.2	97.4

As a working copy, some entries already given.
SMILES	AGP1-GFP MLPCN	AHR activator	procasp3 activ	MEP2 TOR yeast	LAP4-GFP MLPCN	CIT2-GFP yeast	procasp7 counter	RPL19A-GFP yeast
CCN(c1ccccc1)S(=O)(=O)c1ccc2[nH]cc(C(=O)NCCOC)c(=O)c2c1	97.8	3.2	8.9	99.4	100.1	93.0	5.5	93.7
Cc1cccc(OCCCC(=O)NNC(=O)c2ccc(F)cc2)c1	95.2	2.2	6.6	89.5	97.1	91.0	1.9	94.6

From PubChem
